CSN deneddyl inh – CSN deneddylation inhibition. Q92905. Purified CSN, SCF-Nedd8-OG deneddylation, fluorescence polarization. inhibition, % at 12.5 µM. 0.38% of 360,000 active. AID 651999;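 active means pattern-corrected inhibition above about 35%, with an unprinted fluorescence ratio check between 0.5 and 1.5, limit read from the data, passing the limit was not always enough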;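 further: 0% = enzyme with substrate and 100% = substrate without enzyme; some results filed as inactive read as strong as hits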
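Material: human Csn5 produced in HEK293T cells; Input: enzyme 0.24 nM; Reagent: SCFSkp2-Nedd8OG substrate at 10 nM final; Dosing: 12.5 µM compound; Incubation: 90 min reaction at room temperature; Detection: fluorescence polarization of the substrate; Evaluation: % inhibition of substrate cleavage by Csn5; Control set: substrate-only high control, full reaction low control.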
NadD inh – blocks S. aureus nicotinate mononucleotide adenylyltransferase. purified NadD enzyme, colorimetric absorbance read-out. 0.78% of 360,000 active. inhibition, % at 20 µM; in the data active means inhibition above about 26%; further: some compounds past the cut are filed as inactive
Rpn11 block – Rpn11 (human) deubiquitinase inhibition. 0.59% of 360,000 active. calls only at 20 µM. human 26S proteasome, Ub4-pepOG fluorescence polarization; 20S core pre-blocked with epoxomicin. O00487;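 active means inhibition at 20 µM, scaled to each plate's controls, above about 33%, limit read from the data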
Target sequence (O00487 whole entry, looked up): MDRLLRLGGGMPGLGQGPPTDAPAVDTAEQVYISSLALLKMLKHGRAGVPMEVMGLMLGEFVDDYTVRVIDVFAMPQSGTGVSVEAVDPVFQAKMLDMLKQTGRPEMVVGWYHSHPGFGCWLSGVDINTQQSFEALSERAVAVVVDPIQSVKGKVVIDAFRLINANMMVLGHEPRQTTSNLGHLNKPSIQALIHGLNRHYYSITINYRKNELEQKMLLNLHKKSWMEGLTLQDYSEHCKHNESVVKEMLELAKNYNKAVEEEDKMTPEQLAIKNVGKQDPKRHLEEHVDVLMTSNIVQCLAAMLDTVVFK
PABP1 MLLE inh – inhibitors of microRNA-mediated deadenylation, human PABP1 MLLE binding | inhibition, % at 20 µM | GST-MLLE / FITC-PAM2 fluorescence polarization | 0.36% of 360,000 active | P11940; in the data active means inhibition above about 35%, passing the limit was not always enough;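 further: plate controls were DMSO wells with GST-MLLE for no effect and wells lacking GST-MLLE protein for full effect; some results filed as inactive read as strong as hits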
Rin1 Abl inh – blocks binding of human Rin1 to Abl; P00519+Q13671; inhibition, % at 7.35 µM; 0.4% of 360,000 active; TR-FRET Rin1/Abl binding, biochemical; in the data active means inhibition above about 5%, passing the limit was not always enough
SKN-1 inh – blocks SKN-1 activity in C. elegans; C. elegans VP596 Pgst-4::GFP/RFP ratio, acrylamide-induced, 24 h; inhibition, % at 21.8 µM; 0.49% of 360,000 active;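 active means interference check ratio from 0.5 to 1.5 plus GFP to RFP signal ratio inhibition reaching or exceeding a fixed threshold, cut at about 30% in these data, passing the limit was not always enough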; further: some compounds called inactive have numbers as strong as hits
FAS-TE inh – blocks the thioesterase domain of human fatty acid synthase. P49327. recombinant FAS-TE, OMFH fluorogenic substrate, fluorescence endpoint. inhibition, % at 15 µM. 0.67% of 360,000 active. AID 602261;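 active means compounds whose normalised, plate-corrected inhibition of enzyme fluorescence in the single-dose primary screen is 50% or more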;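 further: 0% = DMSO with enzyme and 100% = substrate without enzyme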
MT1-MMP act inh – inhibitors of human MT1-MMP activation; P50281; HT1080 RFP-PRO-GFP cells, GFP/RFP ratio fluorescence, overnight; percent of plate control window, DMSO zero; GFP/RFP ratio change, % at 20 µM; 0.061% of 360,000 active;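 active means GFP/RFP ratio change of at least 30% with cell ATP level not reduced by more than half and red fluorescence within 50% of control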; further: strong numbers were not always called active
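Material: RFP-PRO-GFP reporter HT1080 cells. Dosing: single-point 20 µM compound, 1% DMSO. Controls: DMSO and RFP-L50D-GFP cell wells. Timing: cells overnight before dosing, compound overnight, 37 °C, 5% CO2. Measure: GFP/RFP fluorescence ratio.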
Neddylation inh – cullin neddylation inhibition; P61081+Q13564; TR-FRET cullin neddylation, biochemical; calls only at 25 µM; 0.58% of 360,000 active; in the data active means inhibition above about 36%
Target sequence (P61081 whole entry, looked up): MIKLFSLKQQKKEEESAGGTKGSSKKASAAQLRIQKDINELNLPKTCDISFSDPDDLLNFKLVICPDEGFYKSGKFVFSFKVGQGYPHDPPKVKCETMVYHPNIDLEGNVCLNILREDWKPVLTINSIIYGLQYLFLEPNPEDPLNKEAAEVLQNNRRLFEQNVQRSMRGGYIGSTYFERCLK
Target sequence (Q13564 whole entry, looked up): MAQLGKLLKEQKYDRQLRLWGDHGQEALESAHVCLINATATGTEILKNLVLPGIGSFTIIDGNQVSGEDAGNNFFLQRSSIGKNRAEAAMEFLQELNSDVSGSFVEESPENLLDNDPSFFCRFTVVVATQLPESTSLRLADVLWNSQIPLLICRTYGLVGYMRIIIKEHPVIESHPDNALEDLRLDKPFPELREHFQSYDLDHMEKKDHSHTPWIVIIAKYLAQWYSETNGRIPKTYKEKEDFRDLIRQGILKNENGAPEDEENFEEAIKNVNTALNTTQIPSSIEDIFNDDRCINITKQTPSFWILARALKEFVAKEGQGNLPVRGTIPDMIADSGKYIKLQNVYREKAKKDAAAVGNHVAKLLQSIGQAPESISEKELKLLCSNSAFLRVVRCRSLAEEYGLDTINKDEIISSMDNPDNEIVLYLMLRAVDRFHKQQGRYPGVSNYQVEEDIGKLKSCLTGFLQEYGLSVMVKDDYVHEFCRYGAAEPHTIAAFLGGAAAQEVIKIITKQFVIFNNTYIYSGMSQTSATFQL
The depositor's hits bear a star; i = inactive; x = not tested or not shown; + = active, no number; & = joins results of further samples.

SMILES	CSN deneddyl inh	NadD inh	Rpn11 block	PABP1 MLLE inh	Rin1 Abl inh	SKN-1 inh	FAS-TE inh	MT1-MMP act inh	Neddylation inh
CC(C)c1cccc(-c2csc(C(O)c3cccc(Cl)c3)n2)c1 (centres undefined)	1	-4	i	11	0	1	20	4	i
Cn1cccc1Cc1nnc(SCC(=O)NCc2ccc3c(c2)OCO3)n1CCc1ccccc1	3	7	i	-33	1	0	0	x	i
C=CCOc1ccc(CN(C)C(=O)c2ccc(CNS(=O)(=O)c3ccc(C)c(C)c3)cc2)cc1	-2	-2	i	8	0	-6	28	-7	i
Cc1ccc(NCc2nnc(SCC(=O)N3CCc4ccccc43)n2C)cc1	0	9	i	-13	-4	-19	2	0	i
COCCCNCCCOc1ccc(C)cc1Br	0	5	i	4	3	10	-12	-3	i
CCOCC(O)CSCc1ccc(Cl)cc1 (centres undefined)	-1	1	i	10	-3	-20	-9	5	i
Cc1c(NC(=O)c2cc(-c3ccc(Cl)c(Cl)c3)on2)c(=O)n(-c2ccccc2)n1C	0	1	i	-6	2	-5	18	-3	i
Cc1ccc(NS(=O)(=O)c2ccc(-c3cnc(C4CC4)o3)cc2)c(C)c1	3	-2	i	7	0	-5	18	-1	i
Cc1ccc(S(=O)(=O)N2CCCCC2)cc1NC(=O)Cn1cnnn1	2	-5	i	3	2	6	-5	0	i
CCOC(=O)CCCNC(=O)CCNC(=O)c1ccc(OC(C)C)cc1	2	2	i	-9	-1	-3	-5	-2	i
Cc1noc(C)c1COC(=O)c1cc2ccccc2cc1O	-1	-4	i	1	1	16	21	1	i
Cc1[nH]c(=O)[nH]c(=O)c1S(=O)(=O)Nc1ccc(S(N)(=O)=O)cc1	2	-3	i	11	1	-3	-6	1	i
COc1ccc(/C(N)=N/OC(=O)c2cccc([N+](=O)[O-])c2C)cc1	0	-5	i	1	-4	4	13	0	i
CC(Oc1ccccc1)C(=O)Nc1ccccc1O (centres undefined)	4	4	i	5	2	1	-9	-2	i
CN1CCCN(S(=O)(=O)c2ccc3ccccc3c2)CC1	3	3	i	3	-1	29	-3	2	i
Cc1cc(S(=O)(=O)NCCC2=CCCCC2)ccc1Br	-1	-3	i	4	-1	-13	42	4	i
O=C(O)c1ccccc1SC1CC(=O)N(C2CCCCC2)C1=O (centres undefined)	0	-3	i	30	-1	8	-6	-1	i
Cc1ccc(NS(=O)(=O)c2cc(OCC(N)=O)c(C)cc2Cl)cc1C	-5	-1	i	16	12*	5	4	7	i
COc1cc(/C=N/NC(=O)CCC(=O)NCc2ccccc2)cc(OC)c1OC	-4	-4	i	11	-2	3	-3	1	i
Cc1ccc(NS(=O)(=O)c2c(C)[nH]c(=O)[nH]c2=O)cc1F	6	-1	i	10	2	-3	-7	4	i
CCN1CCN(C(=O)C(C)N(c2ccc(C)cc2)S(C)(=O)=O)CC1 (centres undefined)	-6	-1	i	8	-4	-5	-5	3	i
CC(=O)Nc1cncc(-c2cnn(CC(C)C)c2)n1	-5	5	i	1	-3	4	-12	3	x
COc1cccc(C(=O)NCc2ccccc2OC)c1	4	-1	i	-12	5	0	-4	1	i
O=C(Nc1ccccc1)N(CCc1ccncc1)C1CCCCC1	3	0	i	-4	0	2	0	3	i
Cc1[nH]nc2c1C(=O)CC(C)(C)C2	1	-1	i	-1	2	0	-5	5	i
CCn1c2ccccc2c2cc(/C=N/n3c(C)nnc3C)ccc21	-4	9	i	10	-2	13	-4	5	x
COc1cc(/C=N/NC(=O)c2c(-c3c(Cl)cccc3Cl)noc2C)ccc1OCC(N)=O	2	6	i	-6	-1	8	-6	5	i
COc1cc(C(=O)NCCCC2CCCC2)ccc1OC1CCN(C(C)=O)CC1	-1	3	i	5	-1	-3	-1	3	i
Cc1ccccc1C(=O)NC1CCN(C(=O)Nc2ccccc2Cl)CC1	-8	-1	i	-2	-1	0	-8	-2	i
COc1cccc(/C=C/C(=O)OCC(=O)c2c(N)n(C)c(=O)n(C)c2=O)c1	1	-2	i	8	0	-8	1	2	x
COc1ccccc1CNC(=O)N1CCN(S(=O)(=O)c2ccc(Cl)cc2)CC1	1	-6	i	-10	2	7	0	5	i
Cn1cccc1CNC(=S)Nc1ccccc1F	-3	-2	i	9	-2	-4	-5	-1	i
O=C(NCCCN1CCCC1)Nc1ccc(F)cc1	1	-2	i	-2	0	18	-5	0	i
COc1ccccc1C(=O)N/C(=C\c1cn(C)c2ccccc12)C(=O)NCCCN1CCOCC1	-6	-5	i	-14	-4	0	-1	2	i
N#Cc1ccccc1COC(=O)c1ccc(Br)o1	-1	0	i	14	4	1	9	-1	i
CC1=NN(C(=O)c2ccc(Br)cc2)C(O)(C(F)(F)OC(F)(F)F)C1 (centres undefined)	-2	2	i	-8	-2	-15	6	5	i
CC1(C(=O)NS(=O)(=O)c2ccc(C#N)cc2)CCN1C(=O)c1ccccc1CCc1ccccc1 (centres undefined)	-2	-2	i	-2	-1	-6	19	-7	i
O=C(c1ccc(COc2ccccc2Cl)o1)N1CCN(Cc2ccc3c(c2)OCO3)CC1	-1&-4	-3&-1	i	-4&-5	1&3	19&3	19&10	4&3	i
COc1cc(NC(=S)NCCSc2ccc(C)cc2)cc(OC)c1	-10	-12	i	-8	0	8	9	4	i
CCOc1ccc(-n2cnc3scc(-c4ccc(OC)c(OC)c4)c3c2=O)cc1	-1	-7	i	-1	0	5	13	-7	i
COC(=O)c1ccc(CSc2nnc(Nc3ccc(OC)cc3)s2)o1	1	3	i	-44	3	-3	-6	-2	i
Cc1cccn2c(CNCCSc3nccn3C)c(C(=O)N3CCCCC3)nc12	1	0	i	-10	0	10	-4	0	i
CCc1ccc(NC(=O)Cn2nc(C)n3cccc3c2=O)cc1	0	1	i	3	-5	-5	-3	-2	i
Cc1ccc(S(=O)(=O)N2CCC(C(=O)OCc3ccccc3)CC2)cc1C	5	-4	i	1	3	10	26	3	i
CCOC(=O)CNC(=O)Cn1cnc2c(nnn2-c2ccc(C)cc2)c1=O	-2	-3	i	11	0	18	-5	-1	i
Cc1ccc(C)c(S(=O)(=O)N2CCCC2CNC(=O)C(=O)NC2CCCCCC2)c1 (centres undefined)	1	-2	i	2	4	16	11	-2	i
CCc1ccccc1NC(=O)Cn1nnc(C(=O)NCc2cccs2)c1N	5	-1	i	13	4	0	-8	-5	i
O=C(Nc1ccc(F)cc1)C1CCCN(S(=O)(=O)c2cccc3nonc23)C1 (centres undefined)	0	-8	i	11	0	2	-2	-1	i
O=C(c1ccc(Cl)cc1)N1CCN(c2ccc(F)cc2)CC1	-2	-1	i	12	2	8	3	-2	i
Cc1nc(NC(=O)/C=C/c2ccccc2)sc1C(=O)N(C)C	-9	-7	i	5	-3	-2	-7	3	i
CCC1Oc2ccc(C)cc2N(CC(=O)NCCCN2CCCCC2CC)C1=O (centres undefined)	-5	-7	i	8	0	12	-6	4	i
COCCOC(=O)C1=C(C)NC2(O)c3ccccc3C(=O)C12O (centres undefined)	27	2	i	-2	4	1	-3	-1	i
CC(C(=O)Nc1ccccc1Br)N1c2cccc3cccc(c23)S1(=O)=O (centres undefined)	-1	-7	i	-2	2	0	21	3	i
COC(=O)C1CC(=O)c2ccsc2C1 (centres undefined)	-1	-1	i	3	-4	-2	-10	-2	i
O=C(CNC(=O)c1ccc(Cl)cc1Cl)NCC1CCCO1 (centres undefined)	5	-6	i	-3	-1	-3	-5	2	i
CCOC(=O)C(=O)NCC1CCCN1S(=O)(=O)c1cccs1 (centres undefined)	-1	0	i	9	0	14	-7	1	i
Cc1cc(=O)c(C(=O)O)nn1-c1ccc(Cl)cc1	1	-2	i	9	-4	5	-4	5	i
Cc1cc(=O)oc2cc(OCc3ccc(C(=O)N4CCN(c5ccccc5)CC4)cc3)ccc12	7	9	i	-11	-1	6	20	-7	x
COc1ccc(Cn2c(=S)[nH]c3ccccc32)cc1	5	-5	i	-106	-2	14	4	1	i
O=C(Nc1ccc2c(c1)OCCO2)c1[nH]c(C(F)(F)F)nc1-c1ccccc1	-1	-6	i	-2	0	14	-4	-3	i

Twelve neighbouring records already listed, for reference:
SMILES	CSN deneddyl inh	NadD inh	Rpn11 block	PABP1 MLLE inh	Rin1 Abl inh	SKN-1 inh	FAS-TE inh	MT1-MMP act inh	Neddylation inh
O=C(c1ccc(Cl)cc1)N1CCN(c2ccc(F)cc2)CC1	-2	-1	i	12	2	8	3	-2	i
Cc1nc(NC(=O)/C=C/c2ccccc2)sc1C(=O)N(C)C	-9	-7	i	5	-3	-2	-7	3	i
CCC1Oc2ccc(C)cc2N(CC(=O)NCCCN2CCCCC2CC)C1=O (centres undefined)	-5	-7	i	8	0	12	-6	4	i
COCCOC(=O)C1=C(C)NC2(O)c3ccccc3C(=O)C12O (centres undefined)	27	2	i	-2	4	1	-3	-1	i
CC(C(=O)Nc1ccccc1Br)N1c2cccc3cccc(c23)S1(=O)=O (centres undefined)	-1	-7	i	-2	2	0	21	3	i
COC(=O)C1CC(=O)c2ccsc2C1 (centres undefined)	-1	-1	i	3	-4	-2	-10	-2	i
O=C(CNC(=O)c1ccc(Cl)cc1Cl)NCC1CCCO1 (centres undefined)	5	-6	i	-3	-1	-3	-5	2	i
CCOC(=O)C(=O)NCC1CCCN1S(=O)(=O)c1cccs1 (centres undefined)	-1	0	i	9	0	14	-7	1	i
Cc1cc(=O)c(C(=O)O)nn1-c1ccc(Cl)cc1	1	-2	i	9	-4	5	-4	5	i
Cc1cc(=O)oc2cc(OCc3ccc(C(=O)N4CCN(c5ccccc5)CC4)cc3)ccc12	7	9	i	-11	-1	6	20	-7	x
COc1ccc(Cn2c(=S)[nH]c3ccccc32)cc1	5	-5	i	-106	-2	14	4	1	i
O=C(Nc1ccc2c(c1)OCCO2)c1[nH]c(C(F)(F)F)nc1-c1ccccc1	-1	-6	i	-2	0	14	-4	-3	i

Later entries.
SMILES	CSN deneddyl inh	NadD inh	Rpn11 block	PABP1 MLLE inh	Rin1 Abl inh	SKN-1 inh	FAS-TE inh	MT1-MMP act inh	Neddylation inh
CN(C)C(=O)Nc1ccc(Cl)c(Cl)c1	-1	-5	i	5	1	-5	-4	1	i
CS(=O)(=O)N(CC(=O)N1CCCCCC1)c1ccc2c(c1)OCCO2	0	7	i	15	3	14	-3	1	i
Cc1occc1C(=O)NNC(=S)NC(=O)COc1ccc(Cl)cc1Cl	1	2	i	18	2	-3	9	1	i
O=C(Nc1cccnc1)c1cccc(-c2cc3ccccc3oc2=O)c1	25	9	+	-8	2	4	-11	2	i
CC1CCCCC1NC(=O)COC(=O)c1ccc([N+](=O)[O-])o1 (centres undefined)	1	4	i	3	0	1	1	0	i
Cn1c(=O)[nH]c(=O)c2c1nc(N/N=C/c1ccncc1)n2Cc1ccc(Cl)cc1	20	7	i	-23	0	-6	10	12	i
Cc1ccc(NC(=S)N(Cc2ccco2)C2CCN(C(C)C)CC2)cc1	-2	-6	i	4	-1	3	-14	3	i
Fc1ccc(CSc2nnc3ccccn23)c(Cl)c1	-2	2	i	-34	2	-11	-2	6	i
Nc1ccc(Nc2ccc([N+](=O)[O-])cc2[N+](=O)[O-])cc1	-3	2	i	-6	-9	3	10	7	i
O=C(CCCOc1ccc(Cl)cc1Cl)NCCCn1ccnc1	-5	0	i	-7	-3	-4	-3	-2	i

High-throughput results (PubChem)
